LDHA block: blocks human lactate dehydrogenase A; purified LDHA, NADH/diaphorase-resazurin fluorescence; active compounds read low; 480,000 tested, 0.15% active; activity change, % (values are at about 110 or 230 µM); AID 1347041; P00338; in the data active means activity change below about -30%; inconclusive means mostly about -25% to -30%;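 further: plate controls were DMSO wells for no effect and wells without enzyme for full effect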
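Resorufin fluorescence (ex540/em590), read at 0 and 20 min after diaphorase/resazurin addition, reports the NADH left after a 5 min room-temperature reaction of 2 nM human LDH5 with 0.06 mM NADH and 0.2 mM pyruvate.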
Vif-APOBEC3F blk: Vif-A3F binding inhibition | HeLa A3F-eYFP + Vif (tagged APOBEC3F with the HIV-1 protein that degrades it), YFP fluorescence increase | Potency, µM (titrated, usually from 46.1 µM), for the others: at the highest dose activity, negative = active | AID 602313 | 390,000 tested, 0.2% active; further: potency means the concentration at half of the fitted maximal effect; % of control where 0% means no effect; nearly all actives have a fitted effect of over 65% in size
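HeLa cells stably expressing Vif plus C-terminally eYFP-tagged A3F were seeded, incubated overnight at 37 deg C, dosed with compound, incubated overnight again at 37 deg C. Yellow fluorescence (Ex 488/Em 500-530) reported blocked Vif-mediated A3F-eYFP degradation.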
ERG-DNA inh: inhibitors of human ERG Ets domain-DNA interaction; fluorescence polarization, His-ERG Ets domain / labelled DNA; Potency, µM (series often up to 76.9 µM), without a hit: at the top dose FP activity, negative = inhibition, most hits filed as inhibitors; 370,000 tested, 0.028% active; AID 624246; active means well fitted inhibition curve with a large enough effect in the polarisation, with a control signal flat; inconclusive means small, poorly fitted or top-dose-only effect, or effect the other way, or a change in a side signal; inactive means no such curve, though single readings can be large or run the other way; the % refers to the polarisation;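 further: polarization taken with two DNA probes labelled with fluorescein and Texas red; potency means the concentration at half of the fitted maximal effect; % of control where 0% means no effect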
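His-tagged ERG Ets domain (1 uM in the protein solution; 300mM KCl, 50mM Tris-HCl, 1mM EDTA, 1mM DTT, pH 7.5) received compound, then a probe mix of 5 nM fluorescein-DNA and 100nM Texas-615-DNA. Fluorescence polarization was read for both dyes.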
D2 agonist: activates the human D2 dopamine receptor; HEK293 T-REx D2 cells, calcium flux agonist mode; 340,000 tested, 0.53% active; activation, % at 2 µM;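 active means activation over 3 SD above normal in the single-dose calcium agonist read, cut at about 30% in these data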; further: 0% is about no effect
Target sequence (P14416 whole entry, looked up): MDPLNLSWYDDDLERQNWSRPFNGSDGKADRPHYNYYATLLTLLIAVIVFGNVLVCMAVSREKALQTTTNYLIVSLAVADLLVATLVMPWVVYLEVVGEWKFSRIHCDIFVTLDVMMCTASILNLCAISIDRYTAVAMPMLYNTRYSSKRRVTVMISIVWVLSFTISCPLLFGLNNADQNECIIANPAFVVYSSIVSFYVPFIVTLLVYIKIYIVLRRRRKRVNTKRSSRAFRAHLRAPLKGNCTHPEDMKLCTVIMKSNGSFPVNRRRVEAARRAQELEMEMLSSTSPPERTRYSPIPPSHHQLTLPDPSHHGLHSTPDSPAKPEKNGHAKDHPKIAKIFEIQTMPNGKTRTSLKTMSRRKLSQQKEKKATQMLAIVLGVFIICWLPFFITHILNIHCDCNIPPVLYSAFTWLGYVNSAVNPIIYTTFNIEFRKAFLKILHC
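Agonism is scored from calcium flux in a force-coupled, inducible HEK293 cell line expressing D2, read kinetically for 180 s after compound addition against dopamine controls.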
RGS4 inh: inhibitors of human regulator of G protein signaling 4; P49798; Transcreener GDP fluorescence polarization, RGS4-accelerated GTP hydrolysis; Potency, µM (top dose mostly 114 µM), for inactives: top-dose activity change, negative = inhibition, most hits filed as inhibitors; 390,000 tested, 0.039% active; further: potency means the concentration at half of the fitted maximal effect; on the % scale 0 is the no-effect control and ±100 the full control effect; nearly all actives have a fitted effect of over 75% in size; some results filed as inactive show a strong effect at the top dose
Target sequence (P49798 whole entry, looked up): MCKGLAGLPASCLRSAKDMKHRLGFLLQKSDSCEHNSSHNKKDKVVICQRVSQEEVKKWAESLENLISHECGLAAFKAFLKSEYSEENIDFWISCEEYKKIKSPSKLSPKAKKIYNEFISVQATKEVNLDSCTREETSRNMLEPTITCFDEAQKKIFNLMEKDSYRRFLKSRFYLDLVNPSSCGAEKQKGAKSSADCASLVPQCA
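MLSMR compounds (23 nl, pin-transferred) preincubated 10 min at room temperature with a 500nM (2x) first reagent, then RGS4 at 900nM (2x) plus Transcreener GDP mix added; fluorescence polarization (620/688 nm) read before and after 90 min at 30 °C.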
12-LOX inh: blocks human arachidonate 12S-lipoxygenase. P18054. purified 12hLO, xylenol orange hydroperoxide absorbance. Potency, µM (titrated, usually from 108 µM), for the others: top-dose activity change, negative = inhibition, most hits filed as inhibitors. 580,000 tested, 1.1% active. AID 1671190; further: potency means the concentration at half of the fitted maximal effect; on the % scale 0 is the no-effect control and ±100 the full control effect
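Purified human 12hLO (150 nM final) in 25 mM Hepes, 0.01% Triton X-100, pH 7.0 was preincubated 15 min at room temperature with compound. Then 40 uM arachidonic acid was added, 30 min. Hydroperoxide was read by Fe-XO absorbance ratio 573/405 nm.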
D2 antagonist: D2 dopamine receptor (human) antagonism. P14416. HEK293 TREx D2 cells, calcium flux, dopamine EC80. inhibition, % at 10 µM. 340,000 tested, 2% active; in the data active means inhibition above about 30%; further: 0% is about no effect
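Cells plated overnight at 30 C with tetracycline; no-wash calcium dye, 30–90 min RT; 10 s baseline; compound pinned; 180 s read; EC80 dopamine added; another 180 s read.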
Vif-A3G inh: inhibitors of Vif-APOBEC3G interaction; 410,000 tested, 0.076% active; AID 602310; Potency, µM (doses to about 46.1 µM), for the others: at the highest dose activity, negative = active, usual class: inhibitors; Q9HC16; HeLa A3G-eYFP + Vif (tagged APOBEC3G with the HIV-1 protein that degrades it), YFP fluorescence, overnight;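 further: potency means the concentration at half of the fitted maximal effect; on the % scale 0 is the no-effect control and ±100 the full control effect; nearly all actives have a fitted effect of over 60% in size; hits raise eYFP signal because A3G escapes Vif-driven loss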
Target sequence (Q9HC16 whole entry, looked up): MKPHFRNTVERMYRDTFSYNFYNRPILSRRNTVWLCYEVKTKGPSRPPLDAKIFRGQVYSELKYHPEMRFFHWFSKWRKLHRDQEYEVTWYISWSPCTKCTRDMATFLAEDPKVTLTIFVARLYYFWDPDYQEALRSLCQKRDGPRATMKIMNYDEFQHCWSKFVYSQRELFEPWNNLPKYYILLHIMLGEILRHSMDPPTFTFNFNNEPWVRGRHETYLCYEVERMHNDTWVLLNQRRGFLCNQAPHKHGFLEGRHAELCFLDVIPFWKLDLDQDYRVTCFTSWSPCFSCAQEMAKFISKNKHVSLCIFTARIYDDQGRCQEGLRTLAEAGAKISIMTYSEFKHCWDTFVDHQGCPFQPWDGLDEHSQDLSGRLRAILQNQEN
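Read-out is eYFP fluorescence (Ex 488/Em 500-530) from Vif-expressing HeLa A3G-eYFP cells; more signal means A3G escaped Vif-mediated degradation. Cells plated overnight, compound pinned in, incubated overnight at 37 deg C.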
GRP78 ERSR act: inducers of ER stress response in human glioma cells; 420,000 tested, 0.02% active; Potency, µM, without a hit: at the highest dose activation, most hits filed as activators; U87-MG GRP78 promoter luciferase reporter, 16 h; further: potency means the concentration at half of the fitted maximal effect; series mostly up to about 76 µM; % of control where 0% means no effect; nearly all actives have a fitted effect of over 35% in size
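ERSR induction read as luciferase luminescence (Bright-Glo, 10 min at room temperature) in stably transfected human U87-MG glioma cells exposed to compounds for 16 h, using GRP78 as sensor.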
* marks the source's active call; other numbers are inactive results; & = joins results of further samples; [ ] = remark or other dose. Unless noted, the call rests on the fitted dose curve; in most records, active means well fitted curve in the direction sought with a large enough effect; inconclusive means small, poorly fitted or top-dose-only effect, or another doubt; inactive means no such curve, though single readings can be large; an effect the other way counts as inactive or inconclusive. This is a subset. The share of hits here may be higher or lower than overall.

Results for O=C(CCn1cccn1)Nc1ccc(Br)cc1F ?
LDHA block: -7; Vif-APOBEC3F blk: 0%; ERG-DNA inh: 0%; D2 agonist: 0.2; RGS4 inh: 13%; 12-LOX inh: 4%; Vif-A3G inh: 2%; GRP78 ERSR act: -1%

How did COC(=O)c1cn(C(=O)c2ccc(C)cc2C)c2ccccc12 do in these assays?
LDHA block: 1&2; Vif-APOBEC3F blk: -20%; ERG-DNA inh: 0%; D2 agonist: 0.6; RGS4 inh: 22%; 12-LOX inh: -12%&-10%; D2 antagonist: -5; Vif-A3G inh: inconclusive; GRP78 ERSR act: 2%

How did CC(=O)Nc1ccc(NC(=O)c2nccnc2C(=O)O)cn1 do in these assays?
LDHA block: 1; Vif-APOBEC3F blk: -8%; ERG-DNA inh: 7%; D2 agonist: -0.2; RGS4 inh: 9%; 12-LOX inh: inconclusive; D2 antagonist: 15; Vif-A3G inh: -1%; GRP78 ERSR act: -4%

How did Cc1ccc(Nc2nc(NCc3cccs3)nc3ccsc23)c(C)c1 do in these assays?
LDHA block: -3; 12-LOX inh: inconclusive; Vif-A3G inh: -24%; GRP78 ERSR act: 0%

How did O=C(Cc1ccccc1)N/N=C/c1cccn1-c1ccc([N+](=O)[O-])cc1 do in these assays?
LDHA block: -4; Vif-APOBEC3F blk: 1%; ERG-DNA inh: 4%; RGS4 inh: 0%; 12-LOX inh: -29%; D2 antagonist: -9; Vif-A3G inh: -1%; GRP78 ERSR act: -4%

How did S=C(NCc1cccc(Cl)c1)NCc1ccco1 do in these assays?
LDHA block: -8; Vif-APOBEC3F blk: 0%; ERG-DNA inh: -4%; D2 agonist: -0.7; RGS4 inh: 15%; 12-LOX inh: inconclusive; D2 antagonist: 13; Vif-A3G inh: -12%; GRP78 ERSR act: 1%

How did O=C1c2oc3ccccc3c(=O)c2C(c2cccc(O)c2)N1c1nncs1 (stereo not drawn) do in these assays?
LDHA block: -10; Vif-APOBEC3F blk: 0%; ERG-DNA inh: 4%; D2 agonist: 0.1; RGS4 inh: -14%; 12-LOX inh: 0%; Vif-A3G inh: 2%; GRP78 ERSR act: -3%

How did COc1ccc(OC)c(NC(=O)c2cc(OC(C)=O)cc(C(=O)Nc3cc(OC)ccc3OC)c2)c1 do in these assays?
LDHA block: 0; Vif-APOBEC3F blk: 7%; ERG-DNA inh: -4%; D2 agonist: 0.5; RGS4 inh: -4%; 12-LOX inh: 7%; D2 antagonist: 2; Vif-A3G inh: 1%; GRP78 ERSR act: -4%

Results for CCN(CC(=O)Nc1c(F)cccc1F)C(=O)CCN1C(=O)C2CCCCC2C1=O (stereo not drawn) ?
LDHA block: -6; Vif-APOBEC3F blk: 3%; ERG-DNA inh: 0%; D2 agonist: -1.0; RGS4 inh: 1%; 12-LOX inh: 1%; D2 antagonist: -3; Vif-A3G inh: 3%; GRP78 ERSR act: 1%

Results for CC1=Nc2ccccc2N=C(NC(=O)c2ccccc2)C1c1ccccc1 (stereo not drawn) ?
LDHA block: 6&-6; Vif-APOBEC3F blk: 11%; ERG-DNA inh: -3%; D2 agonist: -0.7; RGS4 inh: -17%; 12-LOX inh: 1%&-15%; D2 antagonist: -6; Vif-A3G inh: -4%; GRP78 ERSR act: 6%

What do the screens show for `COc1cc(NC(=O)c2ccco2)c(OC)cc1NC(=O)Nc1cccc(Cl)c1`?
LDHA block: -4; Vif-APOBEC3F blk: -1%; ERG-DNA inh: -13%; D2 agonist: -0.6; RGS4 inh: -16%; 12-LOX inh: 6%[57.4 µM]; D2 antagonist: -8; Vif-A3G inh: 2%; GRP78 ERSR act: -5%

Results for COc1ccc(NC(=O)CCNC(=O)Cn2cnc3ccccc3c2=O)cc1OC ?
LDHA block: -2; Vif-APOBEC3F blk: 12%; ERG-DNA inh: -11%; D2 agonist: 0.9; RGS4 inh: -51%; 12-LOX inh: -10%; D2 antagonist: 6; Vif-A3G inh: -3%; GRP78 ERSR act: 1%

Results for CCCn1c(N)c(C(=O)CSc2nnc(C3CC3)n2-c2ccccc2)c(=O)[nH]c1=O ?
LDHA block: -1; Vif-APOBEC3F blk: -1%; ERG-DNA inh: -9%; D2 agonist: -0.5; RGS4 inh: -14%; 12-LOX inh: 0%; D2 antagonist: -21; Vif-A3G inh: 1%; GRP78 ERSR act: -3%

What do the screens show for `Cc1ccc(S(=O)(=O)NCCOCCNS(=O)(=O)c2ccc(C)cc2)cc1`?
LDHA block: -4; Vif-APOBEC3F blk: -6%; ERG-DNA inh: 0%; D2 agonist: -0.2; RGS4 inh: 22%; 12-LOX inh: -17%; D2 antagonist: 1; Vif-A3G inh: -3%; GRP78 ERSR act: -4%

What do the screens show for `COc1cc2c(N3CCOCC3)cc(O)c(CC(=O)Nc3ccccc3)c2cc1OC`?
LDHA block: 1; Vif-APOBEC3F blk: 7%; ERG-DNA inh: -2%; D2 agonist: -0.7; RGS4 inh: 33%; 12-LOX inh: inconclusive; D2 antagonist: 7; Vif-A3G inh: 0%; GRP78 ERSR act: -2%

What do the screens show for `Cc1ccc(C(=O)CCC(=O)Nc2ccc(C)cn2)cc1`?
LDHA block: -7; Vif-APOBEC3F blk: 15%; ERG-DNA inh: -7%; D2 agonist: -0.4; RGS4 inh: 6%; 12-LOX inh: 6%; D2 antagonist: 11; Vif-A3G inh: 0%; GRP78 ERSR act: 1%

Results for Cc1cccc(-c2cc(N)n(-c3ccccc3)n2)c1 ?
LDHA block: 6; Vif-APOBEC3F blk: -7%; ERG-DNA inh: -2%; D2 agonist: 1.2; RGS4 inh: -37%; 12-LOX inh: 17%; D2 antagonist: -17; Vif-A3G inh: -2%; GRP78 ERSR act: -5%

What do the screens show for `CCOc1ccc(-n2c(C)cc(/C=N/N(C)C)c2C)cc1`?
LDHA block: -1; Vif-APOBEC3F blk: 1%; ERG-DNA inh: 8%; D2 agonist: 0.1; RGS4 inh: -11%; 12-LOX inh: inconclusive; D2 antagonist: 5; Vif-A3G inh: 0%; GRP78 ERSR act: -1%

Results for Cc1ccc(Cn2nnc3c(=O)n(CC(=O)c4ccccc4)cnc32)cc1 ?
LDHA block: -5; Vif-APOBEC3F blk: 1%; ERG-DNA inh: -1%; D2 agonist: 0.5; RGS4 inh: -30%; 12-LOX inh: 53%[activator]; D2 antagonist: -4; Vif-A3G inh: -7%; GRP78 ERSR act: -4%

Results for COc1ccccc1NC(=S)NC(=O)c1ccc(-c2ccc(Cl)cc2)o1 ?
LDHA block: -7; Vif-APOBEC3F blk: 0%; RGS4 inh: -13%; 12-LOX inh: inconclusive; Vif-A3G inh: 0%; GRP78 ERSR act: -1%

Brought forward from above: two entries, followed by the next part.
Results for Cc1ccc(Cn2nnc3c(=O)n(CC(=O)c4ccccc4)cnc32)cc1 ?
LDHA block: -5; Vif-APOBEC3F blk: 1%; ERG-DNA inh: -1%; D2 agonist: 0.5; RGS4 inh: -30%; 12-LOX inh: 53%[activator]; D2 antagonist: -4; Vif-A3G inh: -7%; GRP78 ERSR act: -4%

Results for COc1ccccc1NC(=S)NC(=O)c1ccc(-c2ccc(Cl)cc2)o1 ?
LDHA block: -7; Vif-APOBEC3F blk: 0%; RGS4 inh: -13%; 12-LOX inh: inconclusive; Vif-A3G inh: 0%; GRP78 ERSR act: -1%

Results for COc1ccc(S(=O)(=O)Nc2ccc3c(c2)C(=O)N([C@@H](C)CO)C[C@H](C)[C@H](CN(C)CC2CC2)O3)cc1 ?
LDHA block: -2; Vif-APOBEC3F blk: 4%; ERG-DNA inh: 2%; RGS4 inh: 5%; 12-LOX inh: -25%; Vif-A3G inh: 0%; GRP78 ERSR act: -4%

How did CC(OC(=O)c1ccccn1)C(=O)Nc1ccc(C(F)(F)F)cc1 (stereo not drawn) do in these assays?
LDHA block: -1; Vif-APOBEC3F blk: 0%; ERG-DNA inh: 1%; D2 agonist: -2.0; RGS4 inh: -3%; 12-LOX inh: 41%; D2 antagonist: -1; Vif-A3G inh: 2%; GRP78 ERSR act: 2%

How did c1cnn(-c2cncc(-n3cccn3)n2)c1 do in these assays?
LDHA block: -11; Vif-APOBEC3F blk: 0%; ERG-DNA inh: 3%; D2 agonist: -0.7; RGS4 inh: -3%; 12-LOX inh: 13%; D2 antagonist: -33; Vif-A3G inh: 5%; GRP78 ERSR act: 5%

Results for Cc1cccc(NC(=S)N2CCN(C(=O)c3ccco3)CC2)c1C ?
LDHA block: 1; Vif-APOBEC3F blk: -1%; ERG-DNA inh: -10%; D2 agonist: -0.2; RGS4 inh: -7%; 12-LOX inh: 23%; D2 antagonist: 7; Vif-A3G inh: 8%; GRP78 ERSR act: -3%

How did O=C(C[C@@H]1C/C=C\C[C@@H](NC(=O)OCC2c3ccccc3-c3ccccc32)C(=O)OCCNC1=O)N[C@@H](CO)Cc1ccccc1 do in these assays?
LDHA block: 2; Vif-APOBEC3F blk: -1%; ERG-DNA inh: -4%; RGS4 inh: -15%; 12-LOX inh: inconclusive; Vif-A3G inh: -2%; GRP78 ERSR act: 1%

Results for C=CCn1c2ccccc2c2nn(C)c(=S)nc21 ?
LDHA block: -1; Vif-APOBEC3F blk: 18%; ERG-DNA inh: 9%; D2 agonist: -1.3; RGS4 inh: -11%; 12-LOX inh: 1%; D2 antagonist: -17; Vif-A3G inh: -1%; GRP78 ERSR act: -4%

What do the screens show for `O=C(CO/N=C1\CCCc2nonc21)Nc1ccc(Br)cc1`?
LDHA block: -6; Vif-APOBEC3F blk: -4%; ERG-DNA inh: 7%; D2 agonist: -0.7; RGS4 inh: 11%; 12-LOX inh: inconclusive; D2 antagonist: -17; Vif-A3G inh: -3%; GRP78 ERSR act: 4%

Screens from PubChem.
